# High-throughput results: PubChem BioAssay, several laboratories
# Peg3 promoter – Peg3 promoter activity inhibition; HeLa PEG-Prom luciferase reporter, luminescence, overnight; AID 588405; inhibition, % at 20 µM; hit rate 1.7% among 360,000;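 active = inhibition of at least 50% at 20 µM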
# TWEAK-Fn14 inh – blocks TWEAK-Fn14 interaction in a reporter cell assay. inhibition, % at 10 µM. hit rate 2% among 360,000. TWEAK-stimulated Fn14 reporter cells, luciferase luminescence, 8 h; in the data active = inhibition above about 50%
# TROY NFkB inh – inhibitors of TROY-dependent NF-kB signaling. inhibition, % at 10 µM. hit rate 0.98% among 360,000. AID 1347056. Q293 LMP1-TROYcd NF-kB luciferase reporter, 4 h;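 active = compounds whose plate-normalised and pattern-corrected inhibition of the luciferase reporter signal at the single screening dose is 50% or more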
# MITF TRPM1 inh – inhibitors of MITF-driven TRPM1 promoter in melanoma cells; SK-MEL-5 TRPM1 promoter luciferase, 24 h; inhibition, % at 12.5 µM; hit rate 0.83% among 330,000;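 active = mean inhibition across replicates of 60% or more, whatever share of single replicates reaches that level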; note: values of inactives mirror those of a sister screen read the other way
# CF NFkB inh – cystic fibrosis NF-kB activation inhibition | hit rate 0.86% among 360,000 | KKLEB NF-kB-GFP reporter, PAF-induced, GFP fluorescence overnight | inhibition, % at 5 µM;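 active = at least 50% inhibition at 5 µM, scaled per plate between neutral and stimulator controls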;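 note: PAF is a Pseudomonas aeruginosa culture filtrate used as stimulus; plate controls were PAF-stimulated DMSO wells for no effect and unstimulated DMSO wells for full effect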
# C8 TRAIL sens – caspase-8 TRAIL sensitization; hit rate 1% among 360,000; AID 624354; inhibition (viability loss, TRAIL sensitization), % at 10 µM; NB7+C8 cells + TRAIL, ATPlite viability luminescence;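 active = compounds causing at least 50% loss of cell viability in the single-dose screen, relative to plate controls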
# HIF-2a inh – inhibitors of HIF-2a; 786-0 RCC cells HIF-2a reporter, luciferase luminescence, overnight; inhibition, % at 18.8 µM; hit rate 0.72% among 360,000; AID 624352;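 active = inhibition of the luminescence signal of 40% or more relative to plate controls, in a single-dose primary screen at 18.75 µM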
# Shn3 3UTR inh – inhibitors of Schnurri-3 3'UTR reporter in osteoblasts; Clone20 osteoblast Shn3 3'UTR firefly luciferase, 24 h; inhibition, % at 12.5 µM; hit rate 0.52% among 360,000; AID 588674;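 active = mean inhibition of at least 75% with every replicate also reaching 75%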;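 note: 0% = median of neutral control wells and 100% = pilot-screen positive control compound; some compounds past the cut are filed as inactive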
# NR2E3 ag-1 – agonists of human NR2E3 nuclear receptor; CHO-S Gal4-NCOR/VP16-NR2E3 two-hybrid, luciferase; hit rate 0.35% among 360,000; AID 602229; inhibition of corepressor binding, % at 3.98 µM; Q9Y5X4;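 active = inhibition above the mean of all tested compounds plus 3 SD, cut at about 70% in these data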;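 note: 0% = DMSO with NR2E3 transfected cells and 100% = cells lacking NR2E3 construct; higher means lower luciferase signal from less NR2E3 corepressor binding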
# Target sequence (Q9Y5X4 whole entry, looked up, the tested form may be a part): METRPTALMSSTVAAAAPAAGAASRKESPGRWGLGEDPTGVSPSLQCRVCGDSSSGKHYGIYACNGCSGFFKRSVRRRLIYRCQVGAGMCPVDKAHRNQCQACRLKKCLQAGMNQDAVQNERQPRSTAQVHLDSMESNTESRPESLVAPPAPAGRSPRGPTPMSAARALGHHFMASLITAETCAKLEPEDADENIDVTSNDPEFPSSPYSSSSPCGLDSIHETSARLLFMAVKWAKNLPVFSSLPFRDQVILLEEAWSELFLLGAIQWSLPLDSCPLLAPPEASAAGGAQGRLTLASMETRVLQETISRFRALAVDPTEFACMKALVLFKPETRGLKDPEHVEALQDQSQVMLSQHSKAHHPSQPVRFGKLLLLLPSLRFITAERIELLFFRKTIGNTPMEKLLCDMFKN
# NR2E3 ag-2 – NR2E3 (human) agonism | GST-NR2E3/biotin-RetCOR TR-FRET, 1536-well | inhibition of corepressor binding, % at 4.78 µM | AID 2300 | hit rate 0.12% among 320,000 | Q9Y5X4;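 active = percent inhibition above the cutoff of mean plus 3 SD of all tested compounds, set per screening campaign, cut at about 20% in these data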;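 note: 0% = DMSO wells and 100% = biotin wells as full block of FRET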
#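 Material – GST-tagged NR2E3 plus biotinylated RetCOR corepressor · Quantity – NR2E3 fusion 1.35 nM · Times – 5 h incubation at 4 °C · Medium – pH 7.5 Tris-based buffer · Technique – TR-FRET, Eu(K)-anti-GST donor, streptavidin-D2 acceptor, ex 340, em 617/671 nm · Benchmarks – high control biotin, low control 0.6% DMSO · Format – 1536-well plates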
# KKLEB tox – reduces viability of KKLEB cystic fibrosis airway cells; activity change (cytotoxicity), % at 5 µM; KKLEB CF airway cells viability, ATPlite luminescence, overnight; hits give low values; cells stimulated with P. aeruginosa culture filtrate; hit rate 0.36% among 360,000; AID 602141;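 active = corrected activity change at or below -50% at 5 µM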
# Starred values were filed as active, the others as inactive; nt = no result given.
SMILES,Peg3 promoter,TWEAK-Fn14 inh,TROY NFkB inh,MITF TRPM1 inh,CF NFkB inh,C8 TRAIL sens,HIF-2a inh,Shn3 3UTR inh,NR2E3 ag-1,NR2E3 ag-2,KKLEB tox
CCC(CC)C1=NN2C(=N)/C(=C/c3ccc(OC(=O)c4ccco4)cc3)C(=O)N=C2S1,3,5,25,7,-6,-8,-2,-6,-11,1,7
Cc1cccc(NC(=O)Cc2ccc(F)cc2)c1,-45,-12,-38,-2,-2,11,-74,12,-64,0,3
CCc1cccc(C)c1NC(=O)c1cc(=O)[nH]c2ccc(S(=O)(=O)N3CCOCC3)cc12,-7,0,-9,7,26,-29,0,1,5,1,-7
COc1ccc(S(=O)(=O)N2CCOC23CCN(S(=O)(=O)c2ccc(C)cc2)CC3)cc1,-4,5,2,5,-17,-12,13,14,-21,4,-2
CC(C)CNC(=O)c1cc([N+](=O)[O-])ccc1N1CCOCC1,11,-22,7,-9,-19,3,0,-22,-7,0,3
O=S(=O)(NC1CCCCC1N1CCN(c2ccccc2F)CC1)c1ccc(Cl)cc1 (stereo not given),3,-18,18,-12,5,11,-1,29,-6,-1,3
CCc1ccc(-n2c(SCc3cc(=O)n4cc(Br)ccc4n3)nc3[nH]ncc3c2=O)cc1,54*,2,22,14,10,-3,9,37,-5,7,-8
CCOC(=O)Cn1nnc2c(sc3nc4c(c(-c5ccccc5)c32)CCC4)c1=O,5,-5,-2,2,24,26,27,1,-6,-3,-10
Cc1ccc2c(c1)C(=O)N1c3cc(C)c(C)cc3NC(=O)C1C(=O)N2 (stereo not given),5,-18,-14,nt,-10,-19,3,10,-21,nt,1
CC(C)(C)C(=O)Nc1nnc(SCc2ccc(F)cc2)s1,-129,-14,-57,-32,3,-17,-146,-44,-50,2,-1

# Overlap with the part before: three entries, then new ones.
SMILES,Peg3 promoter,TWEAK-Fn14 inh,TROY NFkB inh,MITF TRPM1 inh,CF NFkB inh,C8 TRAIL sens,HIF-2a inh,Shn3 3UTR inh,NR2E3 ag-1,NR2E3 ag-2,KKLEB tox
CCOC(=O)Cn1nnc2c(sc3nc4c(c(-c5ccccc5)c32)CCC4)c1=O,5,-5,-2,2,24,26,27,1,-6,-3,-10
Cc1ccc2c(c1)C(=O)N1c3cc(C)c(C)cc3NC(=O)C1C(=O)N2 (stereo not given),5,-18,-14,nt,-10,-19,3,10,-21,nt,1
CC(C)(C)C(=O)Nc1nnc(SCc2ccc(F)cc2)s1,-129,-14,-57,-32,3,-17,-146,-44,-50,2,-1
Cc1ccc(Cl)cc1NC(=O)CCS(=O)(=O)c1cccc2nonc12,15,6,-27,11,5,-10,12,1,-4,6,-2
C=CCSc1ccc(S(=O)(=O)N2CCN(C)CC2)cn1,11,19,-3,-3,7,-7,-5,-13,10,4,-9
CCOC(=O)c1c[nH]c2c(C(F)(F)F)cccc2c1=O,14,5,12,-2,16,-9,1,13,-11,0,2
O=C(CN(C(=O)c1ccccc1)C(=O)c1ccccc1)OCc1ccccc1,14,14,0,-7,10,8,0,-8,18,nt,-5
Cc1cccc(-n2c(=O)[nH]c3c(C(N)=O)nc(-c4ccccc4Cl)nc32)c1,28,-7,-11,-6,15,-4,14,20,11,4,-16
CC1=CCC2COC(c3ccc[n+](Cc4ccccc4)c3)C1C2 (stereo not given),10,4,-3,7,-3,16,12,11,5,-3,7
CCOc1ccc(CNc2cccc(SC)c2)cc1,-5,11,-9,1,-3,-9,-5,-18,-20,-3,12
CCN(CC)C(=O)/C=C/c1ccc(OC)c(S(=O)(=O)N2CCCCC2)c1,18,-6,16,19,8,-8,11,-7,-7,4,-4
CC(C)(C)OC(=O)NN=C(c1ccc(O)cc1)c1ccc(O)cc1,10,-2,18,-5,4,1,10,5,-9,3,-7
COc1cccc(-n2ccnc2SCC(=O)Nc2cc(C)on2)c1,5,0,18,-1,11,7,9,-34,-2,-6,-4
N#C/C(=C\c1ccccc1Cl)C(=O)NC(=O)Oc1ccccc1,-2,-12,-14,2,6,8,17,12,2,0,-5
CCOc1ccc(S(=O)(=O)NCCC(=O)NC2CCN(Cc3ccccc3)CC2)cc1,3,23,1,9,14,-7,23,13,23,3,-16
Cn1c(O)c(N=Nc2ccccc2)c2ccccc21,-27,4,20,17,40,0,9,-15,-14,-3,17
CCOc1ccccc1NC(=O)CSc1nnc(CNC(=O)COc2ccc(Cl)cc2)o1,21,-2,-1,14,-13,6,6,10,10,2,-4
O=C(COC(=O)CCc1ccc(S(=O)(=O)N2CCOCC2)cc1)Nc1ccccc1[N+](=O)[O-],-2,19,4,9,-22,10,21,19,-8,nt,3
NC(=O)[C@H]1CC2(CC(c3cccc(NC(=O)COc4ccc(Cl)cc4)c3)=NO2)CN1C(=O)C(c1ccccc1)c1ccccc1 (stereo not given in full),40,57*,33,45,0,23,-54,-2,7,2,2
CCCCN(C)C(=O)c1sc(=O)n(Cc2c(C)cccc2C)c1C,5,6,3,nt,8,0,2,-22,11,nt,10
CCOc1ccccc1-n1cnc(C#N)c1N,11,6,5,17,-5,-5,12,22,-6,2,14
CCOC(=O)C(C)Sc1nc2c([nH]c3ccccc32)c(=O)n1C (stereo not given),7,31,-1,14,-14,11,3,-4,18,1,0
COc1ccc(S(=O)(=O)N(C)C[C@@H]2OCc3cnnn3CCCC(=O)N([C@@H](C)CO)C[C@H]2C)cc1,1,23,-5,nt,-19,10,0,-60,-17,nt,-2
Cc1c(Cl)cccc1NC(=S)NCCCN(C)C,16,7,1,6,14,-1,13,10,-33,-1,-9
O=C1C2C3c4ccccc4C(Br)(c4ccccc43)C2C(=O)N1c1ccccc1O (stereo not given),9,-4,-2,0,-4,8,8,-8,8,-2,8
O=C(Nc1ccc(S(=O)(=O)Nc2ncccn2)cc1)c1ccc(N2CCCC2=O)cc1,6,5,13,3,11,-1,6,5,-12,4,-1
Cc1ccc(OCC(=O)N/N=C\c2c(C)[nH]n(-c3ccccc3)c2=O)c([N+](=O)[O-])c1,4,28,-19,8,7,2,13,68,-65,2,7
CCCCNC(=O)Nc1cc(C(=O)OC)ccc1Cl,1,9,-27,2,20,-2,7,-1,12,2,-2
O=C(O)Cc1n[nH]c(=O)c2ccccc12,2,15,3,-8,5,6,16,-10,-10,-1,2
COC(=O)C1=C(C)N(Cc2ccc(C)cc2)C(=O)/C1=C\c1ccc(O)c(OC)c1,11,23,-7,0,-28,-13,18,-14,3,2,-4
Cc1nnc(NC(=O)CSc2ccccn2)s1,4,4,-11,8,12,8,10,-8,5,-1,1
O=C(CN1C(=O)COc2ccccc21)NCCN1CCOCC1,17,11,8,2,14,-5,11,-8,-12,-1,2
Cn1c(Cc2ccccc2)nnc1SCc1nc2ccccc2c(=O)[nH]1,-12,3,-17,6,-18,16,10,3,-5,-4,3
CCOc1ncccc1C(=O)Nc1ccccc1N1CCOCC1,4,12,2,6,36,-7,11,-4,-22,nt,-19
O=S(=O)(Nc1cccc(-n2cnnn2)c1)c1ccc(F)cc1,-2,0,6,12,23,1,3,-24,15,nt,-5
O=C(CC12CC3CC(CC(C3)C1)C2)N1CCN(S(=O)(=O)c2cccs2)CC1,11,8,7,4,9,-10,11,14,10,-3,-2
CCOC(=O)C1=CCN(S(=O)(=O)c2ccccc2F)C1c1cccc(Br)c1 (stereo not given),30,15,9,nt,22,4,15,6,-4,nt,-14
O=C1Nc2ccccc2Nc2ccc([N+](=O)[O-])cc21,1,13,-17,12,-15,1,9,-25,19,-3,2
N#CC(c1ccc(Cl)cc1)N1CCOCC1 (stereo not given),4,3,-5,4,3,-9,10,7,17,-3,-11
CNC(=O)c1cc(C(=O)c2ccc(F)cc2C(F)(F)F)c[nH]1,12,-4,13,4,3,-6,10,-30,7,-1,0
COc1cccc(-n2nnc(S(=O)(=O)c3ccc(C)cc3)c2N)c1,12,9,3,3,1,-6,7,nt,-3,3,-2
NC(=O)c1nsc(C(=O)N(c2ccc(F)cc2)C(C(=O)NC2CCCC2)c2ccncc2)c1N (stereo not given),-1,-12,9,4,6,-15,12,-4,-7,4,-8
O=C(c1ccccc1)N1CCN(C(=O)c2nn3c(C(F)(F)F)cc(-c4ccccc4)nc3c2Br)CC1,23,24,7,19,11,11,24,1,-18,-2,-11
O=C(/C=C/c1cn(CC(O)CN2CCCCC2)c2ccccc12)c1cccs1 (stereo not given),73*,4,-28,-17,-8,7,-17,-61,-12,-3,-6
CCOC(=O)N1CCN(C(=O)c2ccc(CS(=O)(=O)c3c(Cl)cccc3Cl)o2)CC1,-1,1,1,-4,6,17,3,-6,-26,-4,-11
CC(/C=C1\SC(=S)N(NC(=O)c2cccc(O)c2)C1=O)=C\c1ccccc1,-5,-7,-20,1,-13,11,-3,-1,-18,2,6
CSc1ncc(C(=O)Nc2ccccc2Cl)c(C)n1,-5,7,0,-10,3,-14,-18,2,-12,1,-6
Cc1ccccc1N=C1SCC(=O)N1Cc1ccccc1,2,-8,-3,-12,-19,-4,-9,6,-21,-1,12
C=C(C)C1CC=C(C)/C(=N/NC(=O)c2ccc(NC(=O)c3cccc(C)c3)cc2)C1 (stereo not given),5,21,-6,-7,10,3,12,33,-9,7,-5
CC1Sc2ccc(S(=O)(=O)N3CCC(C(=O)N(C)Cc4ccccc4)CC3)cc2NC1=O (stereo not given),22,14,18,21,-2,11,10,56,19,-1,16
Cc1nc2ccc(C(=O)N3c4ccccc4CC3C)cc2s1 (stereo not given),15,26,7,10,26,-17,5,-11,-31,1,-4
CC(C)C(=O)NC(Nc1ccc(S(N)(=O)=O)cc1)C(Cl)(Cl)Cl (stereo not given),2,10,-1,4,9,14,11,-16,-2,-2,-5
CC(=O)c1c(C)[nH]c(C(=O)Nc2cccc(S(=O)(=O)N(C)c3ccccc3)c2)c1C,24,49,25,1,-73,2,-14,18,10,1,5

# Additional compounds follow.
SMILES,Peg3 promoter,TWEAK-Fn14 inh,TROY NFkB inh,MITF TRPM1 inh,CF NFkB inh,C8 TRAIL sens,HIF-2a inh,Shn3 3UTR inh,NR2E3 ag-1,NR2E3 ag-2,KKLEB tox
CCCCCNC(=O)CN(c1ccc2c(c1)OCO2)S(C)(=O)=O,6,3,8,-3,18,9,20,-2,-10,0,5
CN1CCN(c2ncnc3scc(-c4ccccc4Cl)c23)CC1,3,10,45,-30,71*,0,14,17,-30,0,-26
Cc1c(C(=O)N2CCOCC2)[nH]c2ccc(OCc3ccccc3)cc12,-6,7,-5,2,-4,3,-19,13,-8,-2,4
CCN(CC)C(=O)Cn1cc(SCC(=O)NC)c2ccccc21,-2,-1,12,7,0,-44,9,-12,5,1,-2
CCCOc1ccccc1Nc1nnc(C)c(=O)[nH]1,12,8,-3,5,3,-12,13,-25,0,1,4
C=CCC1(CC=C)CCCN1C(=O)CC1C(=O)NCCN1Cc1cc(OC)cc(OC)c1 (stereo not given),8,13,4,-6,4,-3,8,-14,-22,-4,17
COc1ccc(CCNc2oc(Cc3cccc4ccccc34)nc2C#N)cc1OC,29,33,23,5,19,0,7,31,16,-1,-29

# These rows are one share of the data (hit frequency here may not be typical).
